Compound activity: PubChem, several laboratories
Rad51 HR inh – human RAD51 strand exchange inhibitors, primary screen, biochemical, fluorescence. hRad51 DNA strand exchange, fluorescence dequenching. inhibition, % at 10 µM. actives 0.085% (n = 200,000);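 active = inhibition above 40% at the single screening dose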;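 note: 0% = DMSO control wells and 100% = blanks with heterologous ssDNA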
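Test system: preformed human Rad51 ssDNA filaments. Compound dosing: single dose, 10 µM final compound. Incubation: filaments 15 min 37 °C, then compound 30 min. Technique: FRET fluorescence dequenching, excitation 485 nm, emission 520 nm. Read-out basis: percent inhibition from fluorescence, normalised to plate control and blank means. Benchmarks: plate controls and plate blanks.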
KCC2 mod – KCC2 cotransporter modulators, thallium flux, primary screen, cell-based, HEK293 KCC2, FluoZin-2 fluorescence, MLSMR. actives 2.2% (n = 190,000). KCC2 cells, thallium flux FluoZin-2 fluorescence. B-score of Tl+ flux slope (higher = more flux/activation; lower = inhibition) at 10 µM;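 active = thallium flux slope and its plate-corrected score both differing from the plate sample mean at a set confidence after two filtering rounds, in either direction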;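 note: slope of fluorescence scaled to starting intensity during 10 to 20 s after thallium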
thrombin 1536 – human alpha-thrombin inhibitors, primary screen, counter-screen for coagulation protease inhibitor project, biochemical, 1536-well, fluorogenic AMC substrate; inhibition, % at 5 µM; Boc-VPR-AMC fluorogenic substrate cleavage; Prothrombin (Homo sapiens), P00734; actives 0.26% (n = 220,000); AID 1046, 2008;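 active = inhibition at or above 40%; inactive = inhibition below 40%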;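 note: 0% = enzyme with no compound and 100% = wells without enzyme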
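Material: human alpha-thrombin protein; Also added: Boc-VPR-AMC substrate, 15 µM final; Timing: enzyme reaction carried out at room temperature; Signal: fluorescence, ex 355 nm, em 460 nm; Measure: % inhibition of thrombin; Controls: enzyme without compound as high, wells lacking enzyme as low.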
FXIa inh – human FXIa protease inhibitors, primary screen, biochemical, 1536-well; actives 0.14% (n = 220,000); inhibition, % at 5 µM; Coagulation factor XI (Homo sapiens), P03951; purified FXIa, Boc-Glu-Ala-Arg-AMC fluorogenic substrate;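 active = inhibition of at least 40%; inactive = inhibition below 40%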;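 note: fluorescence of freed AMC excited at 355 nm; 0% = enzyme without compound and 100% = no enzyme blank; many of its hits are not listed in these tables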
Target sequence (P03951 19-387 limits assumed): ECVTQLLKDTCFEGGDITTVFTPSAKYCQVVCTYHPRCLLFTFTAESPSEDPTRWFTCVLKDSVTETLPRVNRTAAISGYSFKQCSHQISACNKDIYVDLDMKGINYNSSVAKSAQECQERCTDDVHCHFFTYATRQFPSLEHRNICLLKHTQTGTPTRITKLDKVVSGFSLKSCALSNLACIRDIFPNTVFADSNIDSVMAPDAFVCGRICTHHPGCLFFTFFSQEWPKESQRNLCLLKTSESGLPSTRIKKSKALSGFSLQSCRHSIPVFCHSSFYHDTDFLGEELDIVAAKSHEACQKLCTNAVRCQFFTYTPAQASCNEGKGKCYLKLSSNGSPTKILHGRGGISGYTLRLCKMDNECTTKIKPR
Target sequence (P03951 388-625 limits assumed): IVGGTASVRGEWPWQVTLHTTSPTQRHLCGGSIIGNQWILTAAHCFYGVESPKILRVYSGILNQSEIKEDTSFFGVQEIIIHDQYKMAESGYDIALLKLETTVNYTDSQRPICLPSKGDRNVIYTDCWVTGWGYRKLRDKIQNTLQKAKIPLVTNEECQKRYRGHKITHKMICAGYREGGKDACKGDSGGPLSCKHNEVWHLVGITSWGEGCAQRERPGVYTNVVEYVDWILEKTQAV
FXIIa inh 1536 – human FXIIa protease inhibitors, primary screen, biochemical, 1536-well | Coagulation factor XII (Homo sapiens), P00748 | purified FXIIa, Boc-QGR-AMC fluorogenic substrate, 2 h | inhibition, % at 5 µM | actives 0.3% (n = 220,000) | AID 800, 2007; in the data active = inhibition above about 40%;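 note: 0% = enzyme with no compound and 100% = blank without enzyme; many of its hits are not listed in these tables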
Furin inh – human furin inhibitors, primary screen, biochemical, fluorescence intensity; actives 0.061% (n = 220,000); purified furin, fluorogenic substrate cleavage; AID 463115, 2010; inhibition, % at 30 µM; in the data active = inhibition above about 25%; note: inactives centre near -15
Calpain2 inh – inhibitors of pig calpain II, primary screen, biochemical, fluorogenic peptide substrate, 1536-well; AID 1236, 2008; purified calpain II, 30 min; inhibition, % at 16 µM; actives 0.37% (n = 220,000);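 active = inhibition above about 50%, limit read from the data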
PERK inh – block of dimerizer-induced PERK translation repression, primary screen, PERK inhibitor project, CHO PERK-DD cells, SEAP luminescence, HTS; Eukaryotic translation initiation factor 2-alpha kinase 3 (Homo sapiens), Q9NZJ5; CHO PERK-DD fusion, SEAP luminescence translation reporter; inhibition, % at 5.6 µM; actives 0.17% (n = 220,000);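 active = inhibition above the mean inhibition of all tested compounds plus 3 SD, set separately per screening campaign, cut at about 2.9% in these data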;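 note: PERK kinase domain activated by AP20187 dimerizer at 100 nM; 0% = DMSO with dimerizer and 100% = rapamycin at 8.4 µM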
hK5 inh – human KLK5 protease inhibitors, primary screen, biochemical, 1536-well | actives 0.59% (n = 210,000) | Kallikrein-5 (Homo sapiens), Q9Y337 | AID 873, 2007 | inhibition, % at 5 µM | recombinant hK5, fluorogenic AMC substrate cleavage;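 active = inhibition of 40% or more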;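 note: 0% = enzyme controls without compound and 100% = no-enzyme blanks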
Target sequence (Q9Y337 67-293 limits assumed): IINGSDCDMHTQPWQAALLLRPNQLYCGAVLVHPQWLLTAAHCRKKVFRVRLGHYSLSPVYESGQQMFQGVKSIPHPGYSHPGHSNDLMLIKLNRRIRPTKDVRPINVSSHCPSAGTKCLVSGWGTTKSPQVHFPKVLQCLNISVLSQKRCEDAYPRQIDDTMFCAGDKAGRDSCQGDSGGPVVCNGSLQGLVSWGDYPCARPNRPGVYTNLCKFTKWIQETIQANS
Numbers without * were called inactive; [ ] = remark or other dose. These rows are one share of the data; the hit share may differ from the screen's.

How did CC1CCCCC1NC(=O)Cn1cnc2ccccc2c1=O (centres undefined) do in these assays?
Rad51 HR inh: 0; KCC2 mod: -0.089; thrombin 1536: -3; FXIa inh: -4; FXIIa inh 1536: 8; Furin inh: -31; Calpain2 inh: 3; PERK inh: -0.4; hK5 inh: 4

How did CCOC(=O)c1cc(-c2c(Cl)cccc2Cl)no1 do in these assays?
Rad51 HR inh: 10; KCC2 mod: -2.8; thrombin 1536: -6; FXIa inh: -9; FXIIa inh 1536: 4; Furin inh: -5; Calpain2 inh: 29; PERK inh: -0.2; hK5 inh: 32

Results for Cc1cccn2cc(CNC(=O)CC3CCCC3)nc12 ?
Rad51 HR inh: -5; KCC2 mod: -0.79; thrombin 1536: -4; FXIa inh: -14; FXIIa inh 1536: -9; Furin inh: -10[20 µM]; Calpain2 inh: -17; PERK inh: -0.1; hK5 inh: -14

How did CCN(CC)S(=O)(=O)c1ccc(N2CCOCC2)c(NC(=O)c2ccc(NC(C)=O)cc2)c1 do in these assays?
Rad51 HR inh: 15; KCC2 mod: -1.2; thrombin 1536: 6; FXIa inh: 6; FXIIa inh 1536: 20; Furin inh: -30; Calpain2 inh: -8; PERK inh: 1.1; hK5 inh: 4

How did Cc1ccc(N=Nc2c(N)[nH]n3c(=O)cc(C)nc23)cc1 do in these assays?
Rad51 HR inh: 5; KCC2 mod: -1; thrombin 1536: -4; FXIa inh: -1; FXIIa inh 1536: 1; Furin inh: -2; Calpain2 inh: 3; PERK inh: 0.6; hK5 inh: -20

How did O=C(/C=C/c1ccccc1)NCC1(c2ccccc2)CCOCC1 do in these assays?
Rad51 HR inh: 22; KCC2 mod: -0.55; thrombin 1536: 1; FXIa inh: -1; FXIIa inh 1536: 10; Furin inh: -22; Calpain2 inh: 9; PERK inh: 0.7; hK5 inh: 5

Results for CCOc1ccc(N(CC(=O)NC(C)CC)S(C)(=O)=O)cc1 (centres undefined) ?
Rad51 HR inh: 6; thrombin 1536: 4; FXIa inh: 4; FXIIa inh 1536: 11; Furin inh: -27[20 µM]; Calpain2 inh: -53; PERK inh: 0.0; hK5 inh: -6

Results for O=C(N/N=C/c1ccc([N+](=O)[O-])s1)c1ccccc1 ?
Rad51 HR inh: 3; KCC2 mod: 6.4*; thrombin 1536: 17; FXIa inh: 0; FXIIa inh 1536: 7; Furin inh: -19; Calpain2 inh: 44; PERK inh: -0.2; hK5 inh: -3

Results for Cc1cccc(N2CCN(C(=O)Cc3ccc(-n4c(=O)[nH]c5ccsc5c4=O)cc3)CC2C)c1 (centres undefined) ?
Rad51 HR inh: 2; KCC2 mod: 0.045; thrombin 1536: -11; FXIa inh: -4; FXIIa inh 1536: -1; Furin inh: -4; Calpain2 inh: -22; PERK inh: 0.0; hK5 inh: -22

How did CC1(C)CC(N=c2cc(-c3ccccc3)oc3ccc(Cl)cc23)CC(C)(C)N1 do in these assays?
Rad51 HR inh: 53*; KCC2 mod: 0.58; thrombin 1536: 33; FXIa inh: 37; FXIIa inh 1536: 17; Furin inh: 11; Calpain2 inh: -2; PERK inh: -0.3; hK5 inh: 2

How did O=C(c1ccccc1)n1nc(-c2ccccc2)nc1NCc1ccco1 do in these assays?
KCC2 mod: 0.057; thrombin 1536: 73*; FXIa inh: -1; FXIIa inh 1536: 10; Furin inh: -5; Calpain2 inh: -12; PERK inh: 1.6; hK5 inh: 15

How did COc1ccc(Oc2nccc(-c3ccc(F)cc3)c2C#N)cc1 do in these assays?
Rad51 HR inh: 8; KCC2 mod: -0.19; thrombin 1536: -6; FXIa inh: -11; FXIIa inh 1536: 0; Furin inh: -21[20 µM]; Calpain2 inh: -14; PERK inh: 0.1; hK5 inh: -30

How did CCOC(=O)c1cc(-c2ccc(C)o2)n[nH]1 do in these assays?
Rad51 HR inh: 6; KCC2 mod: 0.58; thrombin 1536: 1; FXIa inh: 5; FXIIa inh 1536: 0; Furin inh: -8[20 µM]; Calpain2 inh: 2; PERK inh: 0.9; hK5 inh: -15

What do the screens show for `Cc1ccc2cc(C)c(SCC#N)nc2c1`?
Rad51 HR inh: 6; KCC2 mod: 0.99; thrombin 1536: 1; FXIa inh: 7; FXIIa inh 1536: 9; Furin inh: -19; Calpain2 inh: -22; PERK inh: -1.5; hK5 inh: -5

Results for CCC(=O)Nc1ccc(Cl)c(NC(=O)c2c(OC)cccc2OC)c1 ?
Rad51 HR inh: 2; KCC2 mod: -0.6; thrombin 1536: -4; FXIa inh: -6; FXIIa inh 1536: 1; Furin inh: -23; Calpain2 inh: 24; PERK inh: -0.6; hK5 inh: -19

How did O=C(C[n+]1cc(-c2ccc(Br)cc2)n2c1CCCCC2)c1ccccc1 do in these assays?
Rad51 HR inh: -9; KCC2 mod: 0.052; thrombin 1536: -1; FXIa inh: -2; FXIIa inh 1536: 9; Furin inh: -27; Calpain2 inh: -3; PERK inh: 0.7; hK5 inh: 0

How did COc1ccc2[nH]c(-c3ccc(C)cc3)cc(=O)c2c1 do in these assays?
Rad51 HR inh: 6; KCC2 mod: 0.81; thrombin 1536: 1; FXIa inh: 5; FXIIa inh 1536: 16; Furin inh: -8; Calpain2 inh: -148; PERK inh: 1.4; hK5 inh: -13

How did CC(=O)c1cc(C#N)c(SCCC(C)C)nc1C do in these assays?
Rad51 HR inh: 0; KCC2 mod: -1; thrombin 1536: -3; FXIa inh: 7; FXIIa inh 1536: 24; Furin inh: -20[20 µM]; Calpain2 inh: -1; PERK inh: 0.3; hK5 inh: 6

How did CC(C)OC(=O)C1CC=CCC1C(=O)Nc1ccc(Cl)cc1 (centres undefined) do in these assays?
Rad51 HR inh: -3; KCC2 mod: 0.44; thrombin 1536: 1; FXIa inh: 2; FXIIa inh 1536: 15; Furin inh: -11[20 µM]; Calpain2 inh: -12; PERK inh: -0.2; hK5 inh: 3

Results for COCCCNC(=O)c1ccc(Cn2c(=O)c3ccccc3n(CC(=O)NCCc3ccc(OC)c(OC)c3)c2=O)cc1 ?
Rad51 HR inh: 4; KCC2 mod: -1.6; thrombin 1536: -8; FXIa inh: -1; FXIIa inh 1536: 5; Furin inh: -20; Calpain2 inh: -23; PERK inh: 0.6; hK5 inh: 0

Results for CN(C)N1C(N)=C(C#N)C(c2ccsc2)C2=C1CC(C)(C)CC2=O (centres undefined) ?
Rad51 HR inh: 4; KCC2 mod: -0.1; thrombin 1536: -3; FXIa inh: 6; FXIIa inh 1536: 17; Furin inh: -13; Calpain2 inh: 0; PERK inh: 0.0; hK5 inh: -9

Results for CCOc1cccc(-c2nnc3sc(COc4ccccc4)nn23)c1 ?
Rad51 HR inh: 15; KCC2 mod: -0.85; thrombin 1536: -5; FXIa inh: 0; FXIIa inh 1536: -2; Furin inh: -5; Calpain2 inh: 9; PERK inh: 0.0; hK5 inh: -19

Results for CCc1ccc(NC(=O)Nc2ccc3c(c2)N(C)C(=O)CS3)cc1 ?
Rad51 HR inh: 1; KCC2 mod: -0.44; thrombin 1536: -5; FXIa inh: 5; FXIIa inh 1536: 18; Furin inh: -10; Calpain2 inh: -44; PERK inh: 0.3; hK5 inh: -10

Results for CCn1c(SCC(=O)N2CCCC2)nc2ccccc2c1=O ?
Rad51 HR inh: 0; KCC2 mod: -0.54; thrombin 1536: 1; FXIa inh: -3; FXIIa inh 1536: 7; Furin inh: 8; Calpain2 inh: -6; PERK inh: -1.2; hK5 inh: -6

Results for O=C(CSc1nnc2sc3ccccc3n12)NCc1ccco1 ?
Rad51 HR inh: 4; KCC2 mod: 0.56; thrombin 1536: -2; FXIa inh: 2; FXIIa inh 1536: 6; Furin inh: -10; Calpain2 inh: -23; PERK inh: 0.0; hK5 inh: -3

Results for CC(Oc1ccc(-c2ccccc2)c(F)c1)c1ccn(S(=O)(=O)c2ccc(Br)cc2)n1 (centres undefined) ?
Rad51 HR inh: 2; thrombin 1536: -1; FXIa inh: 2; FXIIa inh 1536: 8; Furin inh: -12[20 µM]; Calpain2 inh: 23; PERK inh: -0.1; hK5 inh: 2

Results for COc1cc(Br)c(CCNC(=O)Cc2ccccc2)cc1OC ?
Rad51 HR inh: 3; KCC2 mod: -0.12; thrombin 1536: -17; FXIa inh: -8; FXIIa inh 1536: -6; Furin inh: -4; Calpain2 inh: -5; PERK inh: 0.1; hK5 inh: -11

How did Cc1cccc(N2CCN(C(=O)CC(NC(=O)c3ccccc3Cl)c3ccccc3)CC2)c1C (centres undefined) do in these assays?
Rad51 HR inh: 7; KCC2 mod: -1.4; thrombin 1536: 0; FXIa inh: 5; FXIIa inh 1536: 8; Furin inh: -7; Calpain2 inh: -57; PERK inh: -0.1; hK5 inh: -19

How did COc1ccc(NC(=O)CC2SC(=Nc3ccccc3)NC2=O)c(OC)c1 (centres undefined) do in these assays?
Rad51 HR inh: -1; KCC2 mod: -0.99; thrombin 1536: -8; FXIa inh: 15; FXIIa inh 1536: 18; Furin inh: -23; Calpain2 inh: 7; PERK inh: 0.3; hK5 inh: 0

How did C=CCNc1nc2c(c(=O)n(C)c(=O)n2C)n1CC(=C)C do in these assays?
Rad51 HR inh: -6; KCC2 mod: 0.027; thrombin 1536: -4; FXIa inh: 3; FXIIa inh 1536: 8; Furin inh: -3; Calpain2 inh: 7; hK5 inh: 1

What do the screens show for `O/N=C/CCn1c(=S)sc2ccccc21`?
Rad51 HR inh: -1; KCC2 mod: -0.65; thrombin 1536: 2; FXIa inh: 2; FXIIa inh 1536: 1; Furin inh: 1; Calpain2 inh: -15; PERK inh: 0.3; hK5 inh: -10

Results for COc1ccc(C)cc1NC(=O)c1cc2ccccc2o1 ?
Rad51 HR inh: -12; thrombin 1536: -10; FXIa inh: -2; FXIIa inh 1536: 13; Furin inh: 0; Calpain2 inh: -185; PERK inh: 0.6; hK5 inh: -15

Results for O=C(Cc1ccc(F)cc1)Nc1nnc(SCC(=O)N2CCCCC2)s1 ?
Rad51 HR inh: 17; KCC2 mod: -0.00016; thrombin 1536: 3; FXIa inh: -4; FXIIa inh 1536: 3; Furin inh: -21; Calpain2 inh: -2; PERK inh: 0.0; hK5 inh: -9

Part of the list above in order of formula weight, falling:
Results for COc1cc(Br)c(CCNC(=O)Cc2ccccc2)cc1OC ?
Rad51 HR inh: 3; KCC2 mod: -0.12; thrombin 1536: -17; FXIa inh: -8; FXIIa inh 1536: -6; Furin inh: -4; Calpain2 inh: -5; PERK inh: 0.1; hK5 inh: -11

Results for O=C(CSc1nnc2sc3ccccc3n12)NCc1ccco1 ?
Rad51 HR inh: 4; KCC2 mod: 0.56; thrombin 1536: -2; FXIa inh: 2; FXIIa inh 1536: 6; Furin inh: -10; Calpain2 inh: -23; PERK inh: 0.0; hK5 inh: -3

How did CC1CCCCC1NC(=O)Cn1cnc2ccccc2c1=O (centres undefined) do in these assays?
Rad51 HR inh: 0; KCC2 mod: -0.089; thrombin 1536: -3; FXIa inh: -4; FXIIa inh 1536: 8; Furin inh: -31; Calpain2 inh: 3; PERK inh: -0.4; hK5 inh: 4
